TexasRed fluor: alters Texas Red total fluorescence, flagging assay interference | Potency, µM (top dose mostly 106 µM), for inactives: at the highest dose fluorescence change, negative = quenching | TRb/SRC2 Texas Red total fluorescence interference | AID 1479 | actives 0.29% (n = 280,000); active = well fitted curve in either direction with a large enough effect; inconclusive = small, poorly fitted or top-dose-only effect
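Human TRb ligand-binding domain at 0.6 uM with 20 nM Texas Red SRC2 peptide in Tris buffer containing 1 uM T3 and 5% DMSO, incubated with compound 5 h at ambient temperature. Total fluorescence (555/632 nm) calculated as parallel + 2 × perpendicular.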
TRb SRC2 PPI: inhibitors of human thyroid hormone receptor beta-SRC2 interaction. P10828. TRbeta-SRC2 peptide binding, fluorescence polarization; receptor liganded with 1 µM T3. Potency, µM (doses to about 106 µM), inactives show at the top dose activity change, negative = inhibition, most hits filed as inhibitors. actives 0.065% (n = 280,000);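 note: plate controls were bound peptide for no effect and peptide without receptor for full effect; nearly all actives have a fitted effect of over 50% in size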
Target sequence (P10828 whole entry, looked up): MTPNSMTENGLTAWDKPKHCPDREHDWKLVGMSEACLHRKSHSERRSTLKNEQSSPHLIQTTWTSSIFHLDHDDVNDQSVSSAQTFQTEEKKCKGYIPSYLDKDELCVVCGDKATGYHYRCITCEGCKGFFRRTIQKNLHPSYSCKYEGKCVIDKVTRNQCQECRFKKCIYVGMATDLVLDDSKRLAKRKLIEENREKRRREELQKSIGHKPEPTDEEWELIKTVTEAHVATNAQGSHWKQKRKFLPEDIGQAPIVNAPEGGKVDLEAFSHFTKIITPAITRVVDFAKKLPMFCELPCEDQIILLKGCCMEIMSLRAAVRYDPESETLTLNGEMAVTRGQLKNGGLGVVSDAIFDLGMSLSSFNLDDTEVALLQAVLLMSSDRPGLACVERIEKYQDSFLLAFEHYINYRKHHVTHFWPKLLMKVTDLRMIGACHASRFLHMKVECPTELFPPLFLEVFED
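TRb LBD 0.6 uM + Texas Red SRC2 peptide 20 nM, 1 uM T3, Tris buffer w/ 5% DMSO; compound pinned, 5 h RT; FP read ex 555/em 632; normalized to unbound and bound controls.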
GAA glycogen: alters human alpha-glucosidase cleavage of glycogen. recombinant GAA, glycogen substrate, Amplex Red glucose oxidase fluorescence. AID 2100. P10253. Potency, µM (highest dose often 76.4 µM), without a hit: at the highest dose activity change, negative = inhibition, most hits filed as inhibitors. actives 0.38% (n = 300,000);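 note: 0% = full enzyme reaction and -100% = no-enzyme basal signal; the screen sought inhibitors and activators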
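Recombinant enzyme (4 nM final) with compounds titrated up to 77 uM and bovine liver glycogen (30 ug) in citrate pH 5.0, 0.01% Tween-20, 37 C 40 min. Released glucose detected by Amplex Red/glucose oxidase (Ex 573/Em 610); AC50 from Hill fits.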
The depositor's hits bear a star; ? = inconclusive; & = joins results of further samples; [ ] = remark or other dose. Unless noted, calls come from the whole dose curve; as a rule, active = well fitted curve in the direction sought with a large enough effect; inconclusive = small, poorly fitted or top-dose-only effect, or another doubt; inactive = no such curve, though single readings can be large; an effect the other way counts as inactive or inconclusive. Unless noted, % is set by controls: 0 for no effect and ±100 for the full control effect; potency is the fitted concentration of half-maximal effect.

Results follow in this order: GAA glycogen, TexasRed fluor, TRb SRC2 PPI
O=C(NC1CCCC1)c1c[nH]c2ccc(S(=O)(=O)Nc3cccc(C(F)(F)F)c3)cc2c1=O
 : -12%[76.3 µM], -1%, -7%
Cc1ccc(Nc2c(-c3ccc(N4CCOCC4)cc3)nc3cccc(C)n23)cc1
 : -29%[76.3 µM], -2%, -3%
CCOC(=O)C1=C(C)N=C2SCCC(=O)N2C1c1ccc(OCc2ccccc2)c(OC)c1 (centres undefined)
 : -9%[76.3 µM], 3%, -4%
Cc1ccc2cccc(NC(=O)c3cccc4c(Cl)cccc34)c2n1
 : 6%[76.3 µM], -6%, -3%
Cc1cccc(OCCSc2nnc(-c3cccs3)o2)c1
 : 3%[76.3 µM], 9%, 4%
COc1ccc(Cl)cc1-n1nnc(-c2nsc(NC(=O)c3ccccc3Cl)n2)c1C
 : -2%[76.3 µM], -15%, ?
CCOc1ccc(-c2noc(CSc3nnc(-c4ccccc4)n3-c3ccccc3)n2)cc1
 : 18%[76.3 µM], -3%, ?
COc1ccc(C)cc1NC(=O)CCNS(=O)(=O)c1cccc2nonc12
 : 2%[76.3 µM], -2%, -3%
c1ccc(-c2noc(-c3cccnc3NCc3ccco3)n2)cc1
 : -14%[76.3 µM], 0%, 10%
O=C(Nc1cccc2c1CCCC2)N1CCOc2ccc(Cl)cc21
 : -7%[76.3 µM], -5%, -1%
CC(=O)c1nn(-c2ccc(OC(F)(F)F)cc2)nc1Nc1ccc(C)cc1
 : -9%[76.3 µM], -2%, 5%
COC(=O)c1cc2occc2n1Cc1ccc(F)cc1Cl
 : 13%[76.3 µM], -1%, -6%
COc1ccccc1CNC(=O)Cc1c(C)c2c(cc(C)c3c(C)coc32)oc1=O
 : -12%[76.3 µM], -2%, 0%
Cc1cccc(CSc2ncc(Cl)c(C(=O)Nc3sc4c(c3C(N)=O)CCCC4)n2)c1
 : 14%[76.3 µM], -1%, -5%
CCOc1ccccc1CNC(=O)c1cc(-c2ccc(Cl)s2)nc2ccccc12
 : -5%[76.3 µM], -2%, 6%
COc1ccc(CCNC(=O)CCS(=O)(=O)c2cc3c(cc2Cl)NC(=O)CO3)cc1OC
 : 14%[76.3 µM], -28%, -2%
CC(=O)N1CCc2c(sc3nc(SCC(N)=O)n(-c4ccc(F)c(Cl)c4)c(=O)c23)C1
 : 6%[76.3 µM], -2%, -3%
COc1ccc(CNC(=O)Cn2c(=O)c3cccn3c3cccnc32)cc1
 : -6%[76.3 µM], 1%, 6%
Cc1ccc(C)c(N2CCN(c3nc4ccccc4n4nnnc34)CC2)c1
 : -17%[76.3 µM], 0%, 7%
CCOC(=O)c1cccc(NC(=O)[C@H](CSCc2ccccc2)N2Cc3ccccc3C2=O)c1
 : -9%[76.3 µM], -2%, -3%
Cc1ccc2c(=O)cc(C(=O)Nc3ccc(S(=O)(=O)N(C)c4ccccc4)cc3)oc2c1C
 : 14%[76.3 µM], -19%, 7%
CCCN(Cc1cccs1)C(=O)Nc1cc(Cl)ccc1C
 : -28%[76.3 µM], -1%, 6%
Cc1ccc(CNC(=O)Cn2ncc3c(C)n(Cc4ccc(Cl)cc4)c(C)c3c2=O)cc1
 : 15%[76.3 µM], 1%, -4%
O=C(Nc1ccc(Br)cc1)N1CCC(CN2CCCC2)CC1
 : 3%[76.3 µM], 45µM*[quencher], ?
COc1ccc(NS(=O)(=O)c2cc3[nH]c(=O)c(=O)[nH]c3cc2C)cc1Cl
 : -7%[76.3 µM], ?, -4%
O=C(Cn1c(=O)n(-c2ccccc2)c(=O)c2ccc(C(=O)NCc3ccc4c(c3)OCO4)cc21)Nc1ccc(F)c(Cl)c1
 : 14%[76.3 µM], 0%, 2%
CCOc1ccccc1C(=O)Nc1ccc2nc3c(c(Nc4ccc(OC)c(OC)c4)c2c1)CCCC3
 : ?, -3%, -14%
CC(C)(C)C1CCc2c(sc(NC(=O)Cn3nnc(-c4cccc(C(F)(F)F)c4)n3)c2C#N)C1 (centres undefined)
 : -15%[76.3 µM], ?, -2%
COc1cccc(CCNC(=O)c2cnc3sc(N4CCOCC4)nn3c2=O)c1
 : -9%[76.3 µM], 12%, 6%
COc1ccc(-c2cc(C(F)(F)F)c(C#N)c(SCC(=O)Nc3ccccc3F)n2)cc1
 : 4%[76.3 µM], 4%, -4%

A second format for some results above.
| structure | GAA glycogen | TexasRed fluor | TRb SRC2 PPI |
| --- | --- | --- | --- |
| CCOc1ccccc1C(=O)Nc1ccc2nc3c(c(Nc4ccc(OC)c(OC)c4)c2c1)CCCC3 | ? | -3% | -14% |
| CC(C)(C)C1CCc2c(sc(NC(=O)Cn3nnc(-c4cccc(C(F)(F)F)c4)n3)c2C#N)C1 (centres undefined) | -15%[76.3 µM] | ? | -2% |

Other records follow.
Results follow in this order: GAA glycogen, TexasRed fluor, TRb SRC2 PPI
Cc1ccc(-c2ccc(CCC(=O)O)n2-c2ccc(C(C)C)cc2)cc1
 : 11%[76.3 µM], -4%, 6%
Cc1cccc(NC(=O)C(=O)NCC(c2cccnc2)N2CCc3ccccc32)c1C (centres undefined)
 : 16%[76.3 µM], ?, -11%
Cn1c(=NC(=O)c2ccc(S(=O)(=O)N3CCCc4ccccc43)cc2)sc2cc(F)ccc21
 : -5%[76.3 µM], ?, -6%
CCn1c(CN2CCOCC2)nc2cc(NC(=O)c3cc(OC)c(OC)c(OC)c3)ccc21
 : -1%[76.3 µM], -2%, -7%
Cc1ccc(NC(=O)CSc2nc(-c3ccco3)cc(C(F)(F)F)n2)c(C)c1
 : 14%[76.3 µM], 4%, -4%
O=C(Cc1ccccc1)Nc1cccc(-c2nc3cccnc3s2)c1
 : 1%[76.3 µM], -3%, 3%
COc1ccc(-n2c(=O)c3c4c(sc3n(Cc3ccccc3Cl)c2=O)CCC4)c(OC)c1
 : 5%[76.3 µM], -1%, -4%
O=C(NCc1ccccc1F)c1ccc(CSc2nc3cccnc3n2Cc2ccccc2)cc1
 : 6%[76.3 µM], 10%, 2%
COCCN1Cc2cccc(C(=O)Nc3ccc(C)c(F)c3)c2C1=O
 : 14%[76.3 µM], -1%, 3%
COCCNC(=O)CCCn1c(SCC(=O)c2ccc(Br)cc2)nc2c(sc3ccccc32)c1=O
 : -6%[76.3 µM], 1%, 5%
Cc1ccc2cc3cc(C(=O)N4CCN(c5cccc(C(F)(F)F)c5)CC4)sc3nc2c1
 : 16%[76.3 µM], -2%, 1%
COC(=O)c1nnn(CC(=O)Nc2cc(F)ccc2F)c1C(=O)OC
 : 3%[76.3 µM], 0%, -4%
Cc1nn(CCCC(=O)NCc2ccccc2)c(=O)c2nn(-c3ccccc3)c(C)c12
 : 0%[76.3 µM], 0%, 0%
O=c1c2c3c(sc2nnn1Cc1ccc(Br)cc1)CCCC3
 : -7%[76.3 µM], -2%, -7%
CCOc1ccccc1C(=O)Nc1cccc(-c2nc3ccccc3s2)c1
 : 9%[76.3 µM], 3%, -6%
Cc1ccc(Cl)cc1NC(=O)CCS(=O)(=O)c1ccc(Br)s1
 : 12%[76.3 µM], ?, -1%
COc1cccc(N2CCN(C(=O)c3ccc(Cn4c(=O)[nH]c5cc(OC)c(OC)cc5c4=O)cc3)CC2)c1
 : -4%[76.3 µM], -1%, -6%
COc1ccc(OC)c(NC(=O)Cn2cc(C(=O)c3ccc(Cl)cc3)c(=O)c3cc(OC)ccc32)c1
 : 5%[76.3 µM], -1%, -1%
O=C(Nc1ccc(O)c(-c2nc3ccccc3o2)c1)c1cccs1
 : 8%[76.3 µM], 0%, 8%
CCc1ccc(NC(=O)Cn2ncn3c(cc4ccccc43)c2=O)cc1
 : -5%[76.3 µM], 9%, 8%
COc1ccc(Cl)cc1NC(=O)Cn1nnc(C(=O)NCc2ccc3c(c2)OCO3)c1N
 : -11%&20%[76.3 µM], -1%, 6%
Cc1cccc(N2CCN(C(=O)Cn3nc(C)c4sc5ccccc5c4c3=O)CC2C)c1 (centres undefined)
 : -9%[76.3 µM], 1%, 2%
CCC(CC)C(=O)N1CCc2cc(OC)c(OC)cc2C1COc1ccc2c(C)cc(=O)oc2c1 (centres undefined)
 : -1%[76.3 µM], 1%, -8%
Cc1ccc(C)c(Cn2c(=O)n(CCc3ccccc3)c(=O)c3c(C)c(C)sc32)c1
 : -1%[76.3 µM], 0%, 9%
CCc1ccc(-c2cc3c(N4CCN(c5ccccc5)CC4)nccn3n2)cc1
 : -12%[76.3 µM], ?, 6%
COc1ccc(-c2nc(CSc3nnc(C)n4c3cc3sccc34)c(C)o2)cc1
 : -2%[76.3 µM], -4%, -2%
COc1ccc(CNC(=O)Cc2c(C)c3ccc(O)cc3oc2=O)cc1
 : 10%[76.3 µM], -24%, 9%
Cc1cc(C)cc(Nc2nc3ccccc3nc2-n2nc(C)cc2C)c1
 : 18%[76.3 µM], -2%, 7%
Cc1ccc2oc(-c3ccc(NC(=O)CCC(=O)O)cc3)nc2c1
 : -12%[76.3 µM], -3%, 7%
CC1=C(c2ccc(C(C)C)cc2)S(=O)(=O)NC1=NCc1ccccc1C
 : -9%[76.3 µM], -1%, 3%
Cc1ccc2c(c1)c(=O)c1ccccc1n2CCCC(=O)Nc1c(F)cccc1F
 : 9%[76.3 µM], -20%, 2%
O=C(O)/C=C/C(=O)Nc1ccc(S(=O)(=O)Nc2nccs2)cc1
 : 11%[76.3 µM], -3%, 5%
CCc1ccccc1N(C)C(=O)c1ccc2c(=O)n3c(nc2c1)CCCCC3
 : 16%[76.3 µM], -1%, 8%
CCc1cccc(C)c1NC(=O)C(CC)n1ncn2c(cc3cc(C)ccc32)c1=O (centres undefined)
 : 4%[76.3 µM], -2%, -6%
Cn1c(-n2cccc2)c(-c2c(-c3ccccc3)[nH]c3c2c(=O)n(C)c(=O)n3C)c(=O)n(C)c1=O
 : -8%[76.3 µM], 25119µM*[quencher], -11%
CCCC(=O)N(c1ccc2oc3c(c2c1)CCCC3)S(=O)(=O)c1cc(C)ccc1C
 : 14%[76.3 µM], 0%, -2%
CCc1ccccc1NC(=O)Cn1ncc2c(C)n(Cc3ccccc3F)c(C)c2c1=O
 : 4%[76.3 µM], 0%, -5%
Cc1cccc(NC(=O)Cn2c(=O)n(Cc3ccccc3)c(=O)c3oc4ccccc4c32)c1C
 : -6%[76.3 µM], -1%, -5%
CCOC(=O)c1cc(-c2ccccc2)nn1Cc1ccccc1
 : 7%[76.3 µM], 0%, 1%
CCc1cccc(NC(=O)COc2cc(=O)n(CC)c3ccccc23)c1
 : 13%[76.3 µM], -3%, 0%
CCN(CC)c1cc(C)c2cc(NC(=O)c3cccc(F)c3)ccc2n1
 : 7%[76.3 µM], 0%, -2%
O=C(Cn1c(=O)n(Cc2ccccc2)c(=O)c2sc3ccccc3c21)Nc1ccccc1F
 : -5%[76.3 µM], 9%, 2%
COc1ccccc1N1CCN(C(=O)CCc2nnc3n(C)c(=O)c4sccc4n23)CC1
 : -7%[76.3 µM], 22µM*[quencher], ?
O=C(NC1CCN(Cc2ccccc2)CC1)c1ccc(Cn2c(=O)c3ccccc3n(Cc3ccc(F)cc3)c2=O)cc1
 : -1%[76.3 µM], 1%, 5%
Cc1ccc(NC(=O)Cn2cc3c(n2)CCC(C)C3)cc1C (centres undefined)
 : -7%[76.3 µM], -1%, 2%
COc1ccc(-n2nc(C(=O)Nc3cccc(C(F)(F)F)c3)c3c4ccccc4n(C)c3c2=O)cc1
 : 0%[76.3 µM], -1%, 1%
CC(=O)c1ccc(NC(=O)c2cc(S(=O)(=O)N3CCOCC3)ccc2C)cc1
 : 4%&8%[76.3 µM], -35%, -3%
COc1ccccc1N1CCN(C(=O)c2cn(C)c3ccc(S(=O)(=O)N(C)C4CCCCC4)cc3c2=O)CC1
 : 15%[76.3 µM], -1%, 1%
Cc1ccc(CCNC(=O)c2cn(C)c3ccc(S(=O)(=O)N(C)C4CCCCC4)cc3c2=O)cc1
 : 19%[76.3 µM], 0%, -6%
Cc1ccccc1Cn1cc(S(=O)(=O)c2ccc(Cl)cc2)c(=O)c2cc3c(cc21)OCO3
 : 13%[76.3 µM], -1%, -14%
Cc1ccc(-n2c(=O)c3c(c4cc(C)ccc4n3C)n(CC(=O)NCc3ccccc3)c2=O)cc1
 : -2%[76.3 µM], ?, -3%
O=C1CC(c2ccccc2)Cc2[nH]c(=O)c(-c3nc(-c4ccc(Cl)cc4)cs3)cc21 (centres undefined)
 : -12%[76.3 µM], 9%, -4%
COC(=O)c1c(-c2cccs2)csc1NC(=O)COc1ccc(C)cc1
 : -15%[76.3 µM], ?, -26%
CC1=C(c2ccc(C(C)C)cc2)S(=O)(=O)NC1=NCc1ccc(OC(C)C)cc1
 : 2%[76.3 µM], 1%, 8%

Screening results from PubChem BioAssay.

A portion of the library. The share of hits here may be higher or lower than overall.
